Source: PubChem BioAssay
NSD2 inh: NSD2 histone methyltransferase inhibitors, primary screen, biochemical, AlphaScreen, single concentration, set 2 | AID 743445, 2014 | 0.54% of 310,000 active | Histone-lysine N-methyltransferase NSD2 (Homo sapiens), O96028 | inhibition, % at 12.5 µM | NSD2 peptide methylation, 120 min; in the data active = inhibition above about 50%
dFosB act: activators of delta FosB homodimer, primary screen, biochemical, fluorescence polarization, TAMRA-CDK5 oligo, single point; Protein FosB (Mus musculus), P13346; purified delta FosB; percent of positive-control signal above neutral wells; activation, % at 25 µM; 0.99% of 340,000 active;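 active = mean activation above about 17%, with every replicate also reaching it, limit read from the data, passing the limit was not always enough; inconclusive = only one of the two conditions met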;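 note: fluorescence polarization rise as delta FosB binds a TAMRA Cdk5 AP-1 oligo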
Rtt109 Vps75: inhibitors of C. albicans Rtt109/Vps75 HAT, primary screen, biochemical, ThioGlo CoA-SH fluorescence, plate reader; inhibition, % at 34.9 µM; 0.16% of 330,000 active; purified Rtt109/Vps75, 4 h;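 active = inhibition of at least 50% in every replicate; inconclusive = best replicate reaches 50% inhibition but some replicates fall short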
Target sequence (Q5AAJ8 whole entry, looked up): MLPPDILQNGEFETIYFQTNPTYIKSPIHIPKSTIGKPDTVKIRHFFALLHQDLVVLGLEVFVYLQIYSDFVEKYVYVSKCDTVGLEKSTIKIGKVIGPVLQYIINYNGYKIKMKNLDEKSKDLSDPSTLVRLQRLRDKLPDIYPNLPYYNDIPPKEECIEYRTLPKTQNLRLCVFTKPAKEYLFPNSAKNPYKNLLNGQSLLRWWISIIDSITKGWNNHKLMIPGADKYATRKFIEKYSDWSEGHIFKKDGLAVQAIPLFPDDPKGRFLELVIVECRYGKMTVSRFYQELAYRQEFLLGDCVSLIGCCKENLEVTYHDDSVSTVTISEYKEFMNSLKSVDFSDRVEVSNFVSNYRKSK
PvdQ inh: P. aeruginosa PvdQ acylase inhibitors, primary screen, biochemical, fluorescence, plate reader and imaging, single point. PvdQ acylase [Pseudomonas aeruginosa LESB58]. purified PvdQ acylase. inhibition, % at 10 µM. 0.063% of 340,000 active. AID 488965, 2010; in the data active = inhibition above about 30%, passing the limit was not always enough; inconclusive = no clear call, values can overlap the other calls;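 note: 0% = vehicle neutral wells and 100% = reference inhibitor wells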
SR-BI DiI inh: inhibitors of SR-BI mediated HDL lipid uptake, primary screen, ldlA[mSR-BI] cells, fluorescence, single point. ldlA[mSR-BI] CHO cells, DiI-HDL uptake fluorescence, 3 h. inhibition, % at 12.5 µM. 0.96% of 320,000 active;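 active = mean replicate inhibition of at least 70% and a set share of replicates each scoring 70 or more; inconclusive = meets just one of the two criteria; inactive = fails both criteria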;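 note: 0% = median of neutral control wells and 100% = median of positive control wells; values of inactives mirror those of a sister screen read the other way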
Target sequence (Q61009 whole entry, looked up): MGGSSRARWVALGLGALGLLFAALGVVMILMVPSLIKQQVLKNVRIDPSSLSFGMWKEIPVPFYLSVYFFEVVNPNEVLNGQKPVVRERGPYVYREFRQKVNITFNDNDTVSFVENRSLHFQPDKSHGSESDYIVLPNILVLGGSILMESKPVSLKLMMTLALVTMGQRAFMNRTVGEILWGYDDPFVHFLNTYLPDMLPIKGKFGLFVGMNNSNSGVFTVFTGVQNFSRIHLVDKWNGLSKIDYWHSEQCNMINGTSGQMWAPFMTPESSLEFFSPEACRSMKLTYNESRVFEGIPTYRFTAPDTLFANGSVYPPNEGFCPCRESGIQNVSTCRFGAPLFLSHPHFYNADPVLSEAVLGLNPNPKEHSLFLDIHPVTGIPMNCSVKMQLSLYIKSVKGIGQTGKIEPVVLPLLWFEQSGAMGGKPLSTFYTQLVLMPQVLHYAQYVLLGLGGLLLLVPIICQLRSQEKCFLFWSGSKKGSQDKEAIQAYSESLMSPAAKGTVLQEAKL
MITF act: activators of MITF-driven TRPM1 promoter reporter, primary screen, cell-based, SK-MEL-5, luciferase, single point; SK-MEL-5 TRPM1-promoter luciferase, 24 h; % of positive control, neutral wells = 0; activation, % at 12.5 µM; 0.75% of 300,000 active; AID 588334, 2011;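 active = mean activation of at least 80% with every replicate also reaching 80%; inconclusive = mean reaches 80% but some replicate falls short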;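 note: 0% = neutral control wells and 100% = parthenolide positive control wells; values of inactives mirror those of a sister screen read the other way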
SR-BI uptake up: activators of SR-BI mediated DiI-HDL uptake, primary screen, ldlA[mSR-BI] CHO cells, DiI fluorescence; 3 h; 100 = double the neutral-control signal; AID 504775, 2011; 0.096% of 320,000 active; activation, % at 12.5 µM;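 active = mean replicate activation of at least 60% and every replicate at or above 60%; inconclusive = mean or all-replicate condition met, but not both; inactive = mean below 60% and not all replicates reaching 60%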;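 note: 0% = median plate neutral-control signal and 100% = twice that signal; values of inactives mirror those of a sister screen read the other way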
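material = CHO ldlA[mSR-BI] cells | medium = Ham's F12 with 0.5% BSA, HEPES 25 mM, pH 7.4 | reagent = fluorescent DiI-HDL, 10 µg/mL final | compound dosing = single-point compound dose | incubation = 3 h, 37 °C | measured by = bottom-read fluorescence, 550/595 nm | measure = HDL uptake via cellular fluorescence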
PfHsp90 set2: growth inhibition of PfHsp90-expressing yeast, primary screen, antimalarial PfHsp90 inhibitor project, S. cerevisiae, BacTiter-Glo luminescence, single point, set 2 | 0.32% of 310,000 active | AID 504621, 2011 | BacTiter-Glo ATP, 48 h; yeast lacking PDR1 and PDR3 efflux regulators | inhibition, % at 9.4 µM;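 active = every replicate shows inhibition above about 80%, whatever the replicate mean, limit read from the data; inconclusive = mean inhibition reaches the set limit but some replicate falls short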;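 note: 0% = DMSO neutral controls and 100% = 20 µM radicicol positive controls; yeast relying on Plasmodium falciparum Hsp90 in place of its own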
CAL PDZ FP-1: untagged CAL PDZ binding inhibitors, primary screen, biochemical, fluorescence polarization, HTS. purified CAL PDZ, TMR-peptide fluorescence polarization, 1 h. inhibition, % at 24.9 µM. 0.92% of 300,000 active. AID 602252, 2012;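 active = mean inhibition of at least 30% with at least half of replicates also reaching 30%; inconclusive = no clear call, values can overlap the other calls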;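 note: 0% = DMSO neutral control and 100% = excess unlabeled competitor peptide PRC23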
CAL PDZ FP-2: CAL PDZ peptide-binding inhibitors, primary screen, biochemical, fluorescence polarization, Cer-tagged CAL PDZ, HTS. purified CAL PDZ, TMR-peptide fluorescence polarization, 1 h. AID 504414, 2011. Golgi-associated PDZ and coiled-coil motif-containing protein (Homo sapiens), Q9HD26. 0.02% of 330,000 active. inhibition, % at 20 µM;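 active = highest replicate inhibition of at least 40%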;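 note: plate controls were DMSO neutral control wells for no effect and unlabeled competitor peptide control wells for full effect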
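material = purified tagged CAL PDZ domain construct (CerCALP) | buffer or medium = sodium phosphate/NaCl buffer pH 7.4 with TCEP, IgG, Thesit | reagent = TMR-labelled reporter peptide T*-PRC34 bound in PDZ groove | incubation = 1 h room-temperature incubation prior to read | measured by = fluorescence polarization (mP) | evaluation = percent inhibition from loss of millipolarization | control set = unlabelled peptide and DMSO controls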
* hit, by the source's call; ? = inconclusive; nt = no result given. Random draw from the library (roughly 4.3% active in at least one column).

no.	SMILES	NSD2 inh	dFosB act	Rtt109 Vps75	PvdQ inh	SR-BI DiI inh
1	Cc1ccc(Oc2ccc(C(F)(F)F)cc2[N+](=O)[O-])c([N+](=O)[O-])n1	0	-9	-6	-11	-2
2	Cc1cc(C)cc(NC(=O)CSc2nnnn2-c2cccnc2)c1	-3	6	2	-17	-1
3	COc1ccc(C(=O)COC(=O)CCNS(=O)(=O)c2ccccc2)cc1Br	0	-9	-3	-11	-8
4	CCCCNC(=O)c1cc2ccccc2s1	-4	4	-8	-12	-1
5	CCn1c2ccccc2c2cc(NC(=O)CCCN3C(=O)CCC3=O)ccc21	3	-6	3	-5	31
6	COc1ccc(S(=O)(=O)CCC(=O)N2c3ccccc3CC2C)cc1 (configuration not stated)	1	-4	-7	-5	-5
7	CN1CCN(c2ccc(NC(=O)C(C)(c3ccccc3)c3ccccc3)cc2)CC1	11	-6	8	1	2
8	COc1ccccc1N=c1scc(-c2ccc3c(c2)NC(=O)CO3)n1CC1CCCO1 (configuration not stated)	nt	-11	14	-6	-15
9	CC1(C)CC(=O)c2cc(OCC(=O)N3CCCCCC3)ccc2O1	2	-3	4	-4	3
10	O=C(O)/C=C\C(=O)Nc1ccccc1C#Cc1ccc(Br)cc1	24	2	6	-18	-2

no.	MITF act	SR-BI uptake up	PfHsp90 set2	CAL PDZ FP-1	CAL PDZ FP-2
1	nt	2	-2	nt	0.3
2	2	1	26	-2	-1.4
3	-5	8	8	-4	-2.9
4	?	1	-10	-2	-5.0
5	3	-31	9	0	0.5
6	nt	5	-6	nt	1.7
7	9	-2	3	-1	-1.5
8	-6	15	-24	-1	-0.9
9	23	-3	15	-1	-0.6
10	25	2	3	nt	0.0

Additional results.
no.	SMILES	NSD2 inh	dFosB act	Rtt109 Vps75	PvdQ inh	SR-BI DiI inh
11	CNc1c([N+](=O)[O-])cnn1-c1ccccc1F	-5	2	-3	-8	-5
12	OCC1OC(n2cnc3c(NCCc4ccccc4)ncnc32)C(O)C1O (configuration not stated)	nt	1	-4	-10	-6
13	Cc1cccc(CS(=O)(=O)Cc2ccc(C(=O)NCc3cccs3)o2)c1	-1	-5	5	-22	0
14	CN1C(=O)/C(=C/c2ccc(C(=O)Nc3ccc(O)cc3C(=O)O)cc2)SC1=S	-1	-17	-2	-3	7
15	O=C1CC(c2ccccc2)Cc2nc(N3CCc4ccccc43)ncc21 (configuration not stated)	-2	-4	-6	-8	30
16	CCCCOC(=O)C1C2C=C[C@]3(CN(C(C)c4ccc(OC)cc4)C(=O)[C@H]13)O2 (some centres not stated)	0	-7	7	-12	-19
17	COCCn1c(-c2ccc(F)cc2)nc2cccnc21	-2	1	3	-11	-24
18	CCC(=O)Nc1cccc(NC(=O)c2cccc([N+](=O)[O-])c2)c1	-1	8	11	6	27
19	S=C(NCC1CCCO1)Nc1cc(Cl)c(Cl)cc1Cl (configuration not stated)	0	-7	-2	-7	25
20	Cc1cccc(CCNC(=O)CC2C(=O)NCCN2CC2CCCCC2)n1 (configuration not stated)	4	-3	8	-18	-4

no.	MITF act	SR-BI uptake up	PfHsp90 set2	CAL PDZ FP-1	CAL PDZ FP-2
11	20	5	1	2	-0.2
12	43	6	-4	-2	-0.2
13	-10	0	4	-1	-3.1
14	3	-7	-4	4	-0.9
15	5	-30	13	0	-2.9
16	-2	19	7	-3	-1.5
17	-1	24	7	0	-0.2
18	0	-27	-12	nt	0.0
19	12	-25	-7	nt	-2.3
20	-19	4	-1	0	-1.4

Other entries follow:
no.	SMILES	NSD2 inh	dFosB act	Rtt109 Vps75	PvdQ inh	SR-BI DiI inh
21	Cc1nn(CC(=O)Nc2c(F)c(F)cc(F)c2F)c(=O)c2cccn12	-6	-4	-1	-9	-34
22	Cc1ccc(NC(=O)CCc2nnc3ccc(N4CCC5(CC4)OCCO5)nn23)cc1F	1	-15	5	6	8
23	O=C(Cc1cn(-c2ccccc2)nc1-c1ccccc1)N1CCCCC1	-1	-2	7	-3	nt
24	CCOC(=O)c1ccc(Nc2nc(N)c3cc(OC)c(OC)cc3n2)cc1	-1	37*	nt	-6	-3
25	Clc1ccc(OCc2nnc(SCc3nnc(-c4ccccc4)o3)o2)c(Cl)c1	-6	-7	2	1	8
26	Cc1ccc(C(=O)N/C(=C/c2cccnc2)C(=O)NCc2ccco2)cc1	-3	-8	-9	-11	-21
27	Cc1ccc(S(=O)(=O)N(C)C)cc1NC(=O)COC(=O)CCC(=O)c1cccs1	42	-3	-2	4	-20
28	COc1ccc2c(c1OC)C(=O)OC2Nc1ncccc1C (configuration not stated)	0	2	0	-6	-30
29	CC(OC(=O)c1ccccc1NCCO)C(=O)NCC(=O)Nc1ccc(F)c(F)c1F (configuration not stated)	16	-10	-1	-8	20
30	O=C(/C=C/c1c(Cl)nc2ccccn12)N1CCCCC1	5	-8	-1	-11	3

no.	MITF act	SR-BI uptake up	PfHsp90 set2	CAL PDZ FP-1	CAL PDZ FP-2
21	2	34	10	0	-2.1
22	1	-8	-114	-3	-0.5
23	2	nt	-9	-3	-2.2
24	-26	3	10	-2	-0.1
25	17	-8	nt	-1	-2.5
26	7	21	-5	nt	-1.1
27	7	20	-7	-3	-0.5
28	-5	30	9	-5	-0.6
29	1	-20	-7	0	-0.4
30	24	-3	-22	-5	-0.8

The list continues:
no.	SMILES	NSD2 inh	dFosB act	Rtt109 Vps75	PvdQ inh	SR-BI DiI inh
31	Cc1nnc(SCC(=O)N/N=C/c2cn(-c3ccccc3)nc2-c2ccc(F)cc2)n1-c1ccccc1	0	-2	7	5	51
32	NS(=O)(=O)c1ccc(NC(=S)N2CCC(O)CC2)cc1	-2	-2	0	-10	-1
33	O=C(CN1C(=O)c2cccc3cccc1c23)Nc1cccnc1	1	-14	-10	-12	7
34	CCOC(=O)c1c(C)n(C)c2ccc(OC)c(NC(=O)CN3CCN(Cc4ccccc4)CC3)c12	8	-2	16	-7	5
35	COc1ccc(CNCCc2ccc([N+](=O)[O-])cc2)c(OC)c1OC	1	-5	8	6	-4
36	CN(CC(=O)NCc1ccccc1)CC(=O)Nc1ccc(Cl)c(C(F)(F)F)c1	32	-8	-5	-16	-16
37	COc1ccc(NC(=O)CN(Cc2ccccc2)S(C)(=O)=O)c(OC)c1	-2	-3	-3	2	8
38	CCc1ccc(NC(=O)N(CCN(C)C)C(C)c2cccnc2)cc1 (configuration not stated)	nt	-2	7	-6	10
39	CCCCSc1nnc(C)c(=O)[nH]1	-2	-4	nt	4	-18
40	Cc1ccc(F)cc1NC(=O)c1cccc(N(C)C)c1	2	-1	3	-8	2

no.	MITF act	SR-BI uptake up	PfHsp90 set2	CAL PDZ FP-1	CAL PDZ FP-2
31	nt	-51	-5	0	-0.3
32	-12	1	-58	-9	0.0
33	-13	-7	15	2	-1.7
34	-7	-5	8	1	-3.3
35	4	4	0	-5	2.1
36	3	16	-8	-3	-0.7
37	-2	-8	-17	nt	-2.9
38	4	-10	-5	nt	-0.5
39	-11	18	-7	0	-0.8
40	11	-2	nt	nt	-1.5

Next part:
no.	SMILES	NSD2 inh	dFosB act	Rtt109 Vps75	PvdQ inh	SR-BI DiI inh
41	[N-]=[N+]=NC1CC(CO)OC1n1ccc(=O)[nH]c1=O (configuration not stated)	3	-5	-5	-3	-12
42	NC1(C(=O)O)CC1	nt	4	-5	-13	-23
43	CCOc1ccc(CCNC(=O)CSc2n[nH]c(N)n2)cc1OCC	17	-3	-3	4	0
44	CCOC(=O)c1sc2nc(CSc3ccccc3)[nH]c(=O)c2c1C	-5	-12	0	-11	0

no.	MITF act	SR-BI uptake up	PfHsp90 set2	CAL PDZ FP-1	CAL PDZ FP-2
41	2	12	9	-1	0.5
42	-7	23	7	-4	0.6
43	1	0	0	-2	-1.0
44	-6	0	-15	82*	13

Structural class: the entries above with two or more sulfur atoms.
no.	SMILES	NSD2 inh	dFosB act	Rtt109 Vps75	PvdQ inh	SR-BI DiI inh
13	Cc1cccc(CS(=O)(=O)Cc2ccc(C(=O)NCc3cccs3)o2)c1	-1	-5	5	-22	0
14	CN1C(=O)/C(=C/c2ccc(C(=O)Nc3ccc(O)cc3C(=O)O)cc2)SC1=S	-1	-17	-2	-3	7
27	Cc1ccc(S(=O)(=O)N(C)C)cc1NC(=O)COC(=O)CCC(=O)c1cccs1	42	-3	-2	4	-20
32	NS(=O)(=O)c1ccc(NC(=S)N2CCC(O)CC2)cc1	-2	-2	0	-10	-1
44	CCOC(=O)c1sc2nc(CSc3ccccc3)[nH]c(=O)c2c1C	-5	-12	0	-11	0

no.	MITF act	SR-BI uptake up	PfHsp90 set2	CAL PDZ FP-1	CAL PDZ FP-2
13	-10	0	4	-1	-3.1
14	3	-7	-4	4	-0.9
27	7	20	-7	-3	-0.5
32	-12	1	-58	-9	0.0
44	-6	0	-15	82*	13
